TRPM1 prom inh: inhibitors of MITF-driven TRPM1 promoter in melanoma cells; SK-MEL-5 TRPM1 promoter luciferase, 24 h; 330,000 compounds, 0.83% hits; inhibition, % at 12.5 µM;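 active means mean inhibition across replicates of 60% or more, whatever share of single replicates reaches that level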; further: values of inactives mirror those of a sister screen read the other way
KKLEB cytotox: reduces viability of KKLEB cystic fibrosis airway cells; KKLEB CF airway cells viability, ATPlite luminescence, overnight; stronger effect = lower value; cells stimulated with P. aeruginosa culture filtrate; activity change (cytotoxicity), % at 5 µM; 360,000 compounds, 0.36% hits; AID 602141;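 active means corrected activity change at or below -50% at 5 µM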
Peg3 promoter: inhibitors of Peg3 promoter. HeLa PEG-Prom luciferase reporter, luminescence, overnight. inhibition, % at 20 µM. 360,000 compounds, 1.7% hits. AID 588405;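 active means inhibition of at least 50% at 20 µM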
NR2E3 ag-1: agonists of human nuclear receptor NR2E3; 320,000 compounds, 0.12% hits; AID 2300; Q9Y5X4; inhibition of corepressor binding, % at 4.78 µM; GST-NR2E3/biotin-RetCOR TR-FRET, 1536-well;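 active means percent inhibition above the cutoff of mean plus 3 SD of all tested compounds, set per screening campaign, cut at about 20% in these data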;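 further: 0% = DMSO wells and 100% = biotin wells as full block of FRET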
Target sequence (Q9Y5X4 whole entry, looked up): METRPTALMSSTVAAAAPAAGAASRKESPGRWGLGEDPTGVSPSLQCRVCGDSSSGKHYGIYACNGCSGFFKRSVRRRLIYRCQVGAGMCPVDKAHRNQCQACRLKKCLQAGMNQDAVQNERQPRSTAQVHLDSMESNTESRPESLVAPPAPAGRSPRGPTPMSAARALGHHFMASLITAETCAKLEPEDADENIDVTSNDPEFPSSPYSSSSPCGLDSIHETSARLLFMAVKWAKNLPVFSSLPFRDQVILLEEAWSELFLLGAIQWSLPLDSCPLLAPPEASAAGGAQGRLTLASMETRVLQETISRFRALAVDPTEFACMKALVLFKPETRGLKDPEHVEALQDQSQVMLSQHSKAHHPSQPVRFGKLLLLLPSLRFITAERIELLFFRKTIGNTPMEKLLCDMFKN
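Material – GST-tagged NR2E3 plus biotinylated RetCOR corepressor · Quantity – NR2E3 fusion 1.35 nM · Times – 5 h incubation at 4 °C · Medium – pH 7.5 Tris-based buffer · Technique – TR-FRET, Eu(K)-anti-GST donor, streptavidin-D2 acceptor, ex 340, em 617/671 nm · Benchmarks – high control biotin, low control 0.6% DMSO · Format – 1536-well plates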
Shn3 3UTR inh: inhibitors of Schnurri-3 3'UTR reporter in osteoblasts | AID 588674 | Clone20 osteoblast Shn3 3'UTR firefly luciferase, 24 h | inhibition, % at 12.5 µM | 360,000 compounds, 0.52% hits;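 active means mean inhibition of at least 75% with every replicate also reaching 75%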;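 further: 0% = median of neutral control wells and 100% = pilot-screen positive control compound; some compounds past the cut are filed as inactive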
C8 TRAIL sens: sensitizes caspase-8 expressing cells to TRAIL; NB7+C8 cells + TRAIL, ATPlite viability luminescence; inhibition (viability loss, TRAIL sensitization), % at 10 µM; 360,000 compounds, 1% hits;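 active means compounds causing at least 50% loss of cell viability in the single-dose screen, relative to plate controls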
hiPSC survival: enhancers of human iPSC single-cell survival; hiPSC single-cell survival, ATPlite luminescence; 100% = ROCK inhibitor wells, 0% = DMSO; survival enhancement, % at 20 µM; 360,000 compounds, 0.044% hits; in the data active means survival enhancement above about 18%;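 further: cells exposed to compounds for 16 hours before the ATP read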
LMP1 NFkB inh: Epstein-Barr LMP1 NF-kappaB reporter inhibition; LMP1-induced NF-kappaB luciferase reporter cells, luminescence; inhibition, % at 12.5 µM; 350,000 compounds, 0.69% hits; AID 504558; in the data active means inhibition above about 41%;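 further: 0% = neutral control wells and 100% = reference inhibitor control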
NR2E3 ag-2: human photoreceptor-specific nuclear receptor agonism; CHO-S Gal4-NCOR/VP16-NR2E3 two-hybrid, luciferase; inhibition of corepressor binding, % at 3.98 µM; 360,000 compounds, 0.35% hits; AID 602229;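 active means inhibition above the mean of all tested compounds plus 3 SD, cut at about 70% in these data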;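 further: 0% = DMSO with NR2E3 transfected cells and 100% = cells lacking NR2E3 construct; higher means lower luciferase signal from less NR2E3 corepressor binding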
CF NFkB block: inhibitors of cystic fibrosis induced NF-kB | 360,000 compounds, 0.86% hits | inhibition, % at 5 µM | AID 588850 | KKLEB NF-kB-GFP reporter, PAF-induced, GFP fluorescence overnight;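 active means at least 50% inhibition at 5 µM, scaled per plate between neutral and stimulator controls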;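 further: PAF is a Pseudomonas aeruginosa culture filtrate used as stimulus; plate controls were PAF-stimulated DMSO wells for no effect and unstimulated DMSO wells for full effect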
HIF-2a inh: HIF-2a inhibition. inhibition, % at 18.8 µM. 360,000 compounds, 0.72% hits. 786-0 RCC cells HIF-2a reporter, luciferase luminescence, overnight;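 active means inhibition of the luminescence signal of 40% or more relative to plate controls, in a single-dose primary screen at 18.75 µM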
Starred values were filed as active, the others as inactive; . = not tested or not shown.

SMILES | TRPM1 prom inh | KKLEB cytotox | Peg3 promoter | NR2E3 ag-1 | Shn3 3UTR inh | C8 TRAIL sens | hiPSC survival | LMP1 NFkB inh | NR2E3 ag-2 | CF NFkB block | HIF-2a inh
Cc1ccc(NC(=O)/C=C/c2ccc3c(c2)OCO3)cc1S(=O)(=O)N1CCOCC1 | 5 | 7 | 1 | -1 | 18 | 3 | 0.7 | -4 | 4 | 20 | -8
Brc1ccccc1-c1nnc(-c2cccnc2)o1 | -52 | -6 | -196 | 1 | -85 | 8 | 3.3 | -17 | -65 | 2 | -268
COc1ccc(CNC(=O)/C=C/[C@H]2O[C@@H](n3cnc4c(NC(=O)c5ccccc5)ncnc43)[C@H](O)[C@@H]2O)cc1 | . | 1 | 3 | . | -5 | -9 | 2.4 | . | 1 | 7 | 0
CC(=O)N(CCCc1ccc(C(C)(C)C)cc1)CCCN(C)C | 4 | -3 | -3 | 2 | 24 | 9 | -0.7 | -13 | 17 | 2 | 5
CCOc1ccc2c(c1)C(C)=CC(C)(C)N2S(=O)(=O)c1ccc(C)cc1 | 75* | -22 | 20 | . | 79 | -43 | -1.4 | 21 | 12 | 61* | 39
Cn1cc(-c2ccccc2C(N)=O)c(=O)c2cc(Cl)ccc21 | 9 | -2 | 8 | -1 | -3 | -19 | 1.1 | -3 | 11 | -42 | 3
COc1ccc(/C(C)=N/NC(=O)c2ccc(CSc3nncn3C)cc2)cc1 | 4 | 0 | -4 | 5 | 5 | 1 | -0.2 | -3 | 5 | 10 | 5
C/C(=N\OCc1ccccc1C#N)c1cc2ccccc2o1 | 0 | -3 | -5 | -3 | 14 | 4 | 1.2 | 6 | 21 | 17 | 3
CC(C)NC(=O)Nc1ccc2c(c1)CC(=O)N([C@@H](C)CO)C[C@H](C)[C@@H](CN(C)C(=O)NC1CCCCC1)O2 | 5 | 2 | 0 | . | -3 | 2 | -1.4 | 6 | -23 | -5 | 3
COc1ccc(OC)c(-c2cc(C(=O)Nc3c(C)nn(Cc4ccc(Cl)cc4)c3C)no2)c1 | 6 | -27 | 26 | 0 | 64 | 2 | -2.4 | 6 | 8 | 18 | -8
Cn1c(CCNC(=O)c2ccco2)nc2cc(NS(=O)(=O)c3ccc(Cl)cc3)ccc21 | 5 | 6 | 11 | 0 | 14 | -28 | -3.0 | -1 | -18 | 2 | 9
COc1ccc(C)cc1-n1cnnn1 | -38 | 15 | 4 | 1 | 3 | -12 | 0.7 | -9 | 3 | -10 | 12

Next part, overlapping the part above by five compounds.
SMILES | TRPM1 prom inh | KKLEB cytotox | Peg3 promoter | NR2E3 ag-1 | Shn3 3UTR inh | C8 TRAIL sens | hiPSC survival | LMP1 NFkB inh | NR2E3 ag-2 | CF NFkB block | HIF-2a inh
C/C(=N\OCc1ccccc1C#N)c1cc2ccccc2o1 | 0 | -3 | -5 | -3 | 14 | 4 | 1.2 | 6 | 21 | 17 | 3
CC(C)NC(=O)Nc1ccc2c(c1)CC(=O)N([C@@H](C)CO)C[C@H](C)[C@@H](CN(C)C(=O)NC1CCCCC1)O2 | 5 | 2 | 0 | . | -3 | 2 | -1.4 | 6 | -23 | -5 | 3
COc1ccc(OC)c(-c2cc(C(=O)Nc3c(C)nn(Cc4ccc(Cl)cc4)c3C)no2)c1 | 6 | -27 | 26 | 0 | 64 | 2 | -2.4 | 6 | 8 | 18 | -8
Cn1c(CCNC(=O)c2ccco2)nc2cc(NS(=O)(=O)c3ccc(Cl)cc3)ccc21 | 5 | 6 | 11 | 0 | 14 | -28 | -3.0 | -1 | -18 | 2 | 9
COc1ccc(C)cc1-n1cnnn1 | -38 | 15 | 4 | 1 | 3 | -12 | 0.7 | -9 | 3 | -10 | 12
COc1ccc(Cl)cc1NC(=S)N(Cc1cccnc1)Cc1ccco1 | 0 | 6 | 21 | 1 | -12 | -8 | 0.5 | 3 | 10 | -18 | 16
CN1CCC(=O)N([C@H](CSc2ccccc2)Cc2ccccc2)CC1 | -3 | -3 | 19 | 2 | -23 | -3 | -1.3 | -5 | -74 | -20 | -2
CN(C)c1nc(N)nc(Nc2ccccc2C#N)n1 | 1 | -2 | -34 | 1 | -11 | -8 | 1.2 | 2 | 2 | 6 | -12
Cc1c(N=C2SCC(=O)N2/N=C/c2ccccc2Cl)c(=O)n(-c2ccccc2)n1C | -21 | 0 | 24 | 1 | -11 | -7 | -0.6 | 12 | -10 | 7 | -10
Cc1ccc(S(=O)(=O)N2CCCC(C(=O)NC3CCCC3)C2)cc1Cl (configuration not stated) | 8 | -2 | 20 | 0 | 21 | 1 | 0.4 | -4 | 3 | -1 | 11
Cc1ccc(S(=O)(=O)N2C[C@@H]3[C@H]4CC[C@H](C4)[C@@H]3[C@@H](C)[C@@H]2c2cccn2Cc2ccccc2)cc1 | 9 | -11 | 18 | . | 21 | 7 | -2.1 | 10 | -2 | 21 | -3
COc1ccc(C2(C)ON(c3ccccc3C(F)(F)F)C2=O)cc1 (configuration not stated) | 6 | -4 | 21 | 2 | -8 | -7 | -2.2 | 1 | 6 | 23 | -2
COC(=O)Cc1ccc(NC(=S)NCc2ccccc2)cc1 | -8 | -1 | -9 | -2 | 27 | 3 | 0.4 | 2 | -5 | 6 | -8
CCN(CC)S(=O)(=O)c1ccc(N(C)C)c(NC(=O)CSCc2c(C)noc2C)c1 | 7 | 9 | 13 | 0 | 16 | 10 | -0.3 | 10 | -30 | -9 | 1

Part of the list above, showing only C8 TRAIL sens and CF NFkB block:
structure | C8 TRAIL sens | CF NFkB block
COc1ccc(C)cc1-n1cnnn1 | -12 | -10
COc1ccc(OC)c(-c2cc(C(=O)Nc3c(C)nn(Cc4ccc(Cl)cc4)c3C)no2)c1 | 2 | 18

A few values from the entries so far.
Cc1c(N=C2SCC(=O)N2/N=C/c2ccccc2Cl)c(=O)n(-c2ccccc2)n1C in Shn3 3UTR inh reads -11
COc1ccc(Cl)cc1NC(=S)N(Cc1cccnc1)Cc1ccco1 in TRPM1 prom inh reads 0

High-throughput results as filed in PubChem.

This is a subset; count on the stated rates, not on these rows.
